# OX1R FRET antag = OX1R (human) antagonism | O43613 | OX1R-expressing cells, FRET antagonist read-out | inhibition, % at 6.6 µM | 330,000 tested, 1.8% active | AID 485270; in the data active = inhibition mostly above about 38%, no sharp cut-off; inactive = mostly below about 40%;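 also: 0% = agonist challenge alone and 100% = reference antagonist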
# KCNQ2 inh = KCNQ2 potassium channel inhibitors, primary screen, cell-based, CHO-K1, FluxOR thallium flux, B-score (AID 2156). 310,000 tested, 1.1% active. B-score at 10 µM. O88943. 20 min; stronger effect = lower value;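 active = fluorescence ratio B-score at most minus 3 library SDs, with starting brightness B-score within 2 library SDs, cut at about -5.5 in these data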
# Target sequence (O88943 whole entry, looked up): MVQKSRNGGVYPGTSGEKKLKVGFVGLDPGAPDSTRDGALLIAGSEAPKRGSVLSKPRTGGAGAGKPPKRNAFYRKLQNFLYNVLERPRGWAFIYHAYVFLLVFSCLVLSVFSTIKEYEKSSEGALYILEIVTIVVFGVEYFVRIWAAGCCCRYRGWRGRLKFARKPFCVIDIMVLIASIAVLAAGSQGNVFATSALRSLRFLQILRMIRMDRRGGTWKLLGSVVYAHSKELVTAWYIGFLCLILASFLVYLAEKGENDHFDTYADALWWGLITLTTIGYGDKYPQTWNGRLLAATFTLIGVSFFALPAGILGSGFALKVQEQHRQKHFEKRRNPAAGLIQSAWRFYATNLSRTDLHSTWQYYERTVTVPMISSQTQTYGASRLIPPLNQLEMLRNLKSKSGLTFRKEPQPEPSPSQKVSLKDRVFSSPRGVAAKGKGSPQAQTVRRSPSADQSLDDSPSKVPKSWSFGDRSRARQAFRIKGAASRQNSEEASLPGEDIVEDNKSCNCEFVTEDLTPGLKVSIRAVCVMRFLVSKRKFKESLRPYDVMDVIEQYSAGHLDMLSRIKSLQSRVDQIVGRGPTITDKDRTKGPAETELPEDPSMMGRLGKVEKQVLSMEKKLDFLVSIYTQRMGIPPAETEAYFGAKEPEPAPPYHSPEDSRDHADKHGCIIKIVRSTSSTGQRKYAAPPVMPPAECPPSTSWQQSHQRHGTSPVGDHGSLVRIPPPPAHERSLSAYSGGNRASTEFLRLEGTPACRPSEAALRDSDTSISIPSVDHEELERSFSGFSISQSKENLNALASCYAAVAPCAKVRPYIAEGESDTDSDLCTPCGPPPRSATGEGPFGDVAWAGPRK
# STK33 kinase inh = inhibitors of human STK33 kinase; purified STK33, MBP phosphorylation, ADP-Glo luminescence; inhibition, % at 10 µM; 320,000 tested, 0.073% active;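 active = inhibition at or above 25%, using the most active replicate where run in duplicate; inactive = inhibition below 25%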
# Active calls of the source: *; i = inactive; nt = no result given; & = joins results of further samples.
# Start of the data: the first 6 entries, ahead of the listing:
OX1R FRET antag	STK33 kinase inh	KCNQ2 inh	Structure
7	3.2	i	CC(C)N=C1SC(CC(=O)Nc2ccccc2)C(=O)N1C(C)C (stereo not given)
18	-0.5	i	O=C(CCC1CCCN(C(=O)c2ccc3c(c2)OCO3)C1)NCc1ccc(F)c(F)c1 (stereo not given)
31	-0.1	i	Cc1cccc(OCC(=O)N(Cc2cccs2)C2CCS(=O)(=O)C2)c1 (stereo not given)
13	-0.8	i	Cc1cccc(-c2nc(CS(=O)CC(=O)NCCc3ccccc3)c(C)o2)c1 (stereo not given)
7	1.2	i	[N-]=[N+]=NC[C@H](Cc1ccccc1)N1CC[C@@H](O)CCC1=O
14	-0.5	i	Nc1nnnn1CC(=O)OCc1cccc(Br)c1

# All compounds of this part, repeating the preview:
OX1R FRET antag	STK33 kinase inh	KCNQ2 inh	Structure
7	3.2	i	CC(C)N=C1SC(CC(=O)Nc2ccccc2)C(=O)N1C(C)C (stereo not given)
18	-0.5	i	O=C(CCC1CCCN(C(=O)c2ccc3c(c2)OCO3)C1)NCc1ccc(F)c(F)c1 (stereo not given)
31	-0.1	i	Cc1cccc(OCC(=O)N(Cc2cccs2)C2CCS(=O)(=O)C2)c1 (stereo not given)
13	-0.8	i	Cc1cccc(-c2nc(CS(=O)CC(=O)NCCc3ccccc3)c(C)o2)c1 (stereo not given)
7	1.2	i	[N-]=[N+]=NC[C@H](Cc1ccccc1)N1CC[C@@H](O)CCC1=O
14	-0.5	i	Nc1nnnn1CC(=O)OCc1cccc(Br)c1
23	0.3	i	Cc1c(NC(=O)CCC2CCCCC2)cc(C(=O)N2CCOCC2)cc1[N+](=O)[O-]
nt	-0.1	i	CC[n+]1c(/C=C/c2ccc(OC(C)=O)c(OC)c2)ccc2ccccc21
3	-0.2	i	COC(=O)CCc1c(COC(C)=O)[nH]c(C(=O)OCc2ccccc2)c1C
14	1.4	i	COc1ccccc1NC(=O)CSc1ccc(-c2ccc(-n3cccn3)cc2)nn1

# Continuation.
OX1R FRET antag	STK33 kinase inh	KCNQ2 inh	Structure
8	-0.4	i	CC(NC(=O)Cc1ccc([N+](=O)[O-])cc1)c1ccc2c(c1)OCO2 (stereo not given)
22	-1.8	i	O=C(NCCN1CCN(C(=O)c2ccccc2Cl)CC1)C(=O)NCc1ccccc1
nt	-0.6	i	Cc1ccc2c(Cl)c(C(=O)NC3CC3)sc2c1
13	1.7	i	O=C(CSc1n[nH]c(-c2cccnc2)n1)Nc1ccccc1[N+](=O)[O-]
9	-0.8	i	CN(CC(=O)Nc1ccc(F)cc1)c1ccc(S(=O)(=O)N2CCCCC2)cc1[N+](=O)[O-]
16	-4.5	i	O=S(=O)(Nc1nc2ccccc2nc1Nc1ccc2c(c1)OCO2)c1ccccc1
11	1.1	i	CCc1ccc(CN(C)Cc2nc(-c3cccc(Cl)c3)no2)nc1
18	-1.2	i	CC1CCCCC1NC(=O)c1ccc(S(=O)(=O)NCc2ccco2)cc1 (stereo not given)
5	0.0	i	Cc1c(Cl)cccc1NC(=O)c1cc(S(=O)(=O)N2CCOCC2)cn1C
-5&-4	-2.1&-2.0	i	C=CCn1c(P(C)(=O)O)nc2ccccc21

# Additional results
OX1R FRET antag	STK33 kinase inh	KCNQ2 inh	Structure
10	-0.5	i	CC(C)CN1C2CCCC1CC(NC(=S)NCc1ccco1)C2 (stereo not given)
13	-0.9	i	CCCc1nnc(NC(=O)CCC(=O)NCc2ccccc2OC)s1
-2	-1.0	i	COc1ccccc1NC(=O)NCCN1CCCCC1
9	2.0	i	Cc1ccc(NC(=O)CSc2n[nH]c(-c3cccnc3)n2)c(Br)c1
76*	-1.2	i	COCCNC(=O)C(c1ccc(F)cc1)N(Cc1cccs1)C(=O)CCC(=O)Nc1ccccn1 (stereo not given)
14	0.6	nt	Cc1csc(=O)n1CC(=O)Nc1nc2ccccc2s1
4	-1.3	i	COc1ccc(N(C(=O)c2ccc(Cl)cc2)C2=CC3CCC(C2)N3C)cc1 (stereo not given)
3	-0.3	i	O=C(O)c1cc(NS(=O)(=O)c2cccc3ccccc23)ccc1O
7	-0.4	i	CSc1nc(C)c(CCOCc2ccc(F)cc2)c(=O)[nH]1
6	-0.5	i	CCc1nnc(NC(=O)CCS(=O)(=O)c2ccccc2)s1

# Going on with the list:
OX1R FRET antag	STK33 kinase inh	KCNQ2 inh	Structure
5	1.1	i	COc1ccc(/C=C/C2=Nc3ccccc3NC(C)(C)C2)cc1OC
7	0.4	i	COc1ccc(NC(=O)c2cc(C)nc3ccccc23)cc1S(=O)(=O)Nc1ccccc1Cl
-2	1.7	i	CCCC(=O)Nc1ccc(S(=O)(=O)N2CCOCC2)cc1
15	-4.7	i	CCn1cc(CNC(=O)c2cccc([N+](=O)[O-])c2)c(C)n1
9	-1.8	i	COCCCN1C(=O)C(O)=C(C(=O)c2ccco2)C1c1cccc(Br)c1 (stereo not given)
10	-0.3	nt	CC(=O)c1cccc(NC(=O)N2CCCC2C(=O)Nc2cccc(C)c2C)c1 (stereo not given)
3	0.2	i	O=S(Cc1ccc(Br)cc1)Cc1nnc(SCc2ccc(Br)cc2)n1-c1ccccc1 (stereo not given)
37	-0.6	i	CCOC(=O)Cc1ccc(NC(=O)c2ccc(C(C)(C)C)cc2)cc1
14	-1.2	i	CCc1nn(CC(=O)NCCCN2CCCC2=O)c(=O)c2cc3sccc3n12
16	-1.2	i	O=C(Cc1cccs1)N(Cc1cccs1)C1(C(=O)NC2CCCC2)CCCCC1

# Further records follow.
OX1R FRET antag	STK33 kinase inh	KCNQ2 inh	Structure
8	-1.0	i	CCOc1ccc(C(=O)NCCc2cnc[nH]2)cc1OCC
11	2.3	i	COc1ccc(C/C(N)=N/OC(=O)Cc2ccccc2)cc1
15	-0.4	i	Cc1c(/C=N\NC(=O)c2ccc(F)cc2)cnn1C
19	-1.0	i	CCCCCN(C(=O)CCC(=O)OCC(=O)N(CC)C1CCCCC1)c1c(N)n(CCCC)c(=O)[nH]c1=O
-6	-1.8	i	Cc1ccc(N2C(=O)C3N=NN(CC(=O)N4N=C(c5ccccc5)CC4c4ccccc4)C3C2=O)cc1 (stereo not given)
24	-0.4	i	CCn1c(O)c(N=N)c2ccccc21
13	-1.0	i	COC(=O)/C=C1/SC(=NC(=O)c2ccccc2)NC1=O
8	4.9	i	CC(=O)c1c(C)[nH]c(C(=O)CSc2nnc(C3CCCCC3)n2N)c1C
14	-0.2	i	CC(C)(C)[C@H]1CCC(=O)N([C@H](CC#N)Cc2ccccc2)CC1
27	-1.0	i	Cc1sc2nc(CSC(C)C(=O)N3CCOCC3)[nH]c(=O)c2c1C (stereo not given)

# Reformatted: entries from further up.
molecule | OX1R FRET antag | STK33 kinase inh | KCNQ2 inh
COc1ccccc1NC(=O)CSc1ccc(-c2ccc(-n3cccn3)cc2)nn1 | 14 | 1.4 | i
CC(NC(=O)Cc1ccc([N+](=O)[O-])cc1)c1ccc2c(c1)OCO2 (stereo not given) | 8 | -0.4 | i
O=C(NCCN1CCN(C(=O)c2ccccc2Cl)CC1)C(=O)NCc1ccccc1 | 22 | -1.8 | i
Cc1ccc2c(Cl)c(C(=O)NC3CC3)sc2c1 | nt | -0.6 | i

# Next entries.
OX1R FRET antag	STK33 kinase inh	KCNQ2 inh	Structure
67*	0.7	i	O=C(Nc1ccc([N+](=O)[O-])cc1)Nc1cnccn1
7	-1.3	i	COc1ccc(CCC(=O)c2ccc(OC)cc2)cc1
5	-0.9	i	O=C(NS(=O)(=O)c1ccc(NC(=O)C2CCCO2)cc1)c1ccccc1 (stereo not given)
1	0.6	i	CCOc1ccc(C(C)=O)cc1N1C(=O)C2C3C=CC(O3)C2C1=O (stereo not given)
17	-1.6	i	O=[N+]([O-])c1cc(C(F)(F)F)cc([N+](=O)[O-])c1N1CCN(S(=O)(=O)c2ccccc2)CC1
9	-1.0	i	O=C1/C(=C\c2ccc([N+](=O)[O-])cc2)CCc2ccccc21
12	-2.9	i	CC(C)C(=O)NCCc1c[nH]c2ccccc12
-3	0.0	i	O=C(Nc1ccccc1C(=O)O)c1ccc(NC(=O)C2CC2)cc1
14	3.0	i	Cc1occc1C(=O)N/N=C/c1c(O)ccc2ccccc12
42*	-0.1	i	O=C1NC(=Nc2ccc3ccccc3c2)S/C1=C/c1ccco1

# (further entries)
OX1R FRET antag	STK33 kinase inh	KCNQ2 inh	Structure
8	2.0	i	CCCC(=O)N1CCN(c2nc3ccc(CC)cc3s2)CC1
37	-2.9	i	COC1=C(OC)c2ccccc2C(C(=O)O)N/C1=C(/C)Nc1ccncc1 (stereo not given)
16	-0.8	i	CCN1C(=NCc2ccccc2)N[C@@H](c2ccccc2)[C@H](C(=O)OC)[C@H]1C
-1	-0.6	i	CCOC(=O)c1cnn(C)c1NC(=O)c1ccc(Cl)cc1Cl
37	-1.1	i	COc1ccc2c(c1)CCc1sc(NC(=O)c3ccc(C)cc3)nc1-2
7	-1.0	i	CCOC(=O)C1CCCN(Cc2ccc(OCc3ccccc3)c(OC)c2)C1 (stereo not given)
12	-0.8	i	C=C(C)Cn1c(N2CCCC2)nc2c1c(=O)[nH]c(=O)n2C
6	-0.4	i	O=C(COC(=O)c1ccccc1O)NCCCc1ccccc1
3	-1.5	i	CC(=O)Nc1ccc(C(=O)NCC(c2ccco2)N(C)C)cc1 (stereo not given)
-2	-0.6	i	CC(=O)Nc1cc(C(=O)N2CCCC2)ccc1S(=O)(=O)c1ccc(C)cc1

# Next section:
OX1R FRET antag	STK33 kinase inh	KCNQ2 inh	Structure
21	-0.5	i	C=C(C)C1CC=C(C)/C(=N/NC(=O)c2ccc(NC(=O)CCC)cc2)C1 (stereo not given)
-12	-0.5	i	Cc1cccc(NC(=O)c2cc(-c3cc(C)c(C)cc3O)n[nH]2)c1
17	-2.1	i	CSc1nc(C)c(C(=O)C[n+]2ccccc2C)cc1C#N
10	-0.7	i	CCOC(=O)c1sc(NC(=S)NC(=O)C23CC4CC(CC(C4)C2)C3)cc1C
16	nt	i	CCC(C)NC(=O)CCSc1ccc(C)cc1 (stereo not given)
9	1.5	i	COc1ccc(CCN2C(=O)NC(NS(=O)(=O)c3ccc(Cl)cc3)(C(F)(F)F)C2=O)cc1OC (stereo not given)
28	-0.6	i	O=C(c1ccccc1)N1CCN=C1SCc1ccc([N+](=O)[O-])cc1
17	-0.5	i	O=C(O)c1ccc(NC(=O)C2CC=CCC2C(=O)O)cc1 (stereo not given)
0	-2.4	i	COC(=O)c1scc(C)c1NS(=O)(=O)c1ccc(NC(C)=O)cc1
20	-0.3	i	COc1ccc(CNC(=O)CSc2nc3c(oc4ccccc43)c(=O)n2CC2CCCO2)cc1 (stereo not given)

# Going on with the list.
OX1R FRET antag	STK33 kinase inh	KCNQ2 inh	Structure
15	-1.0	i	COCCNC(=O)Cn1cc(C(=S)N2CCCCC2)c2ccccc21
6	-0.6	nt	C=C[C@@H]1c2cccc(C)c2N(S(=O)(=O)c2ccc(C)cc2)[C@H](c2ccccc2)C1(C#N)S(=O)(=O)c1ccccc1 (stereo not given in full)
6	-0.3	i	COc1cc2c3c(c1)-c1c(sn(-c4cc(OC)ccc4OC)c1=S)C(C)(C)N3C(=O)C2=O
35	-0.9	i	N#C/C(=C\c1ccc(N2CCOCC2)c([N+](=O)[O-])c1)c1nc2ccccc2[nH]1
29	-0.9	i	COC(=O)c1ccccc1NC(=O)c1cccc(COc2ccccc2Cl)c1
10	-0.7	i	O=C(Nc1ccc(Cl)c(Cl)c1)OCCNC(=O)c1ccncc1
27	-0.4	i	Cc1nc2ccc(NS(=O)(=O)c3ccc4c(c3)OCCO4)cc2s1
37	-0.9	i	CCOc1ccc(CC(=O)OCc2cc(=O)n3cc(Br)ccc3n2)cc1
47	-0.8	i	Cc1cccn2c(=O)c3cc(C#N)c(=NC(=O)c4ccncc4)n(CCCOC(C)C)c3nc12
nt	26*	i	COc1cc(/C=C2\SC(N)=NC2=O)ccc1O

# Following part:
OX1R FRET antag	STK33 kinase inh	KCNQ2 inh	Structure
22	0.8	i	O=C(CCCn1c(=O)[nH]c2ccsc2c1=O)N1CCCCC1
-2	-0.8	i	CCS(=O)(=O)N1Cc2ccccc2CC1C(=O)NCCc1ccccc1 (stereo not given)
12	-1.2	i	COc1cccc(NC(=S)N(CCN(C)C)C(C)c2ccncc2)c1 (stereo not given)
21	0.1	i	Cc1ccc(CNC(=O)CSc2nc(N3CCCCC3)nc(N3CCCCC3)n2)cc1
7	-1.1	i	CCCc1nnc(NC(=O)CCC(=O)NCCc2ccc(OC)c(OC)c2)s1
7	0.2	i	CN(c1ccccc1)c1ncccn1
-4	-2.1	i	COc1ccc(Nc2nc(CC(C)=O)ns2)cc1
1	1.0	i	COc1cc(CNCc2cccs2)ccc1OCc1ccccc1
0	-1.1	nt	Cc1ccc(S(=O)(=O)N2CCC(C(=O)OC(C)C(=O)NC3CCCCC3C)CC2)cc1 (stereo not given)
4	2.4	i	Cc1cc(C)n2nc(-c3cccnc3)nc2n1

# The listing continues:
OX1R FRET antag	STK33 kinase inh	KCNQ2 inh	Structure
1	-0.3	nt	COc1ccc(-n2c(=O)cc(N3CCN(c4ccccc4OC)CC3)[nH]c2=O)cc1
11	-0.2	i	COc1cccc(N/C=C/c2onc(C)c2[N+](=O)[O-])c1
2	-1.3	i	CC(NC(=O)NC1CCCCC1)C(c1cccs1)N1CCN(c2ccccc2)CC1 (stereo not given)
18	-0.3	i	CC(C)(C)c1cc(NCc2ccccn2)n2ncc(-c3ccc(Cl)cc3)c2n1
-2	0.3	i	CCOC(=O)C1CCN(C(=O)c2cccc(NC3=NC4CS(=O)(=O)CC4S3)c2)CC1 (stereo not given)
18	0.1	i	Cc1ccc(N(CC(=O)NCc2ccco2)C(=O)CCC(=O)Nc2nccs2)c(C)c1
20	-1.6	i	O=C(CSCc1ccccc1Cl)NN=C1CCCCCC1
4	-1.1	i	CCCn1c(C)cc(-c2csc(NC(=O)CCc3nc4ccccc4c(=O)[nH]3)n2)c1C
24	-0.3	i	CC(C)(C)Cc1nnc(NS(=O)(=O)c2ccc(F)cc2)s1
6	-0.2	i	CCNC(=S)N1CCN(S(=O)(=O)c2cccc(C(F)(F)F)c2)CC1
